Screening results: PubChem, The Scripps Research Institute Molecular Screening Center
CHO-K1 Ca ag – counter-screen for M1 agonists: effect in parental CHO-K1 cells | actives 0.48% (n = 360,000) | Fluo-8 calcium fluorescence; scaled to maximal ATP response, vehicle zero | activation, % at 3 µM; in the data active = activation above about 15%;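 also: untransfected CHO-K1 host cells lacking M1 receptor as counterscreen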
CHO-K1 Ca antag – nonselective inhibitor or artifact in parental CHO-K1 cells. ATP-induced calcium, Fluo-8 fluorescence. inhibition, % at 3 µM. actives 0.6% (n = 360,000). AID 602250;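 active = inhibition above a per-plate cutoff, the plate's mean sample inhibition plus 3 SD, cut at about 24% in these data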;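 also: 0% = DMSO plus EC80 ATP and 100% = DMSO alone without ATP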
M4 antag – antagonists of human muscarinic M4 receptor (CHRM4). inhibition, % at 3 µM. CHO-hM4 cells, ACh EC80, Fluo-8 calcium fluorescence. AID 624125. actives 0.73% (n = 360,000). P08173;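 active = inhibition above its plate's cutoff, the mean inhibition of sample wells plus 3 SD, cut at about 27% in these data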;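 also: 0% = acetylcholine EC80 with DMSO and 100% = DMSO without agonist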
Target sequence (P08173 whole entry, looked up): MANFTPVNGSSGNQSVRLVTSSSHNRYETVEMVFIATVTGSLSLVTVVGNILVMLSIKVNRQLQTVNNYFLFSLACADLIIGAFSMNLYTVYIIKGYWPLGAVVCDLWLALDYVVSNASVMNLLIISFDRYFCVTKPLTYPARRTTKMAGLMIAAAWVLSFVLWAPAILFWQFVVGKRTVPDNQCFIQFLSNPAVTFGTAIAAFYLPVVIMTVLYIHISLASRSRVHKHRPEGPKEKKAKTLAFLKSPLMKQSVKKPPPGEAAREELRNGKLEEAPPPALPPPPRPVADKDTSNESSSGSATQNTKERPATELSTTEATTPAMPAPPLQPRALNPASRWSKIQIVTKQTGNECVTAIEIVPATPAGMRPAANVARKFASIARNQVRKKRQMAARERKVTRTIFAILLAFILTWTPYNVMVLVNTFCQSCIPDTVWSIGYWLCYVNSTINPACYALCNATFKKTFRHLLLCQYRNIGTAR
M1 ag – agonists of human M1 muscarinic receptor. activation, % at 3 µM. CHO-K1 hM1, Fluo-8 calcium fluorescence, agonist mode; 0% DMSO, 100% acetylcholine EC100. actives 0.33% (n = 360,000);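 active = activation above the run's mean compound activation plus 3 SD, cut at about 16% in these data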;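 also: peak over basal fluorescence ratio within a 140 s kinetic read after compound addition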
CHRM1 PAM – potentiates human M1 receptor response to acetylcholine; P11229; CHO-K1 hM1, Fluo-8 calcium fluorescence, ACh EC20; 0% = ACh EC20, 100% = maximal ACh; activation, % at 3 µM; actives 0.088% (n = 360,000); in the data active = activation above about 19%, passing the limit was not always enough
M4 ag – agonists of human muscarinic M4 receptor (CHRM4); CHO-K1 hM4/Gqi5, Fluo-8 calcium fluorescence; vehicle 0%, full acetylcholine response 100%; actives 0.14% (n = 360,000); activation, % at 3 µM; P08173;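 active = activation above the run mean over all test wells plus 3 SD, cut at about 32% in these data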;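 also: peak over basal fluorescence ratio per well then scaled between controls; 0% = DMSO wells and 100% = acetylcholine at EC100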
OXTR potentiate – potentiates the human oxytocin receptor response | P30559 | CHO-OTR cells, Fluo-8 calcium fluorescence, potentiator mode; 0% = oxytocin EC15, 100% = EC100 | activation, % at 3 µM | actives 0.061% (n = 320,000);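 active = activation above that plate's cutoff, the mean activation of tested compounds plus 3 SD, cut at about 6.6% in these data, passing the limit was not always enough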;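 also: 100% uses oxytocin at 75 nM as the full agonist control; some results filed as inactive read as strong as hits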
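Assay system: CHO cell line stably expressing human OTR | Also added: Oxytocin at about EC15, sub-maximal agonist stimulus | Times: Compound 6 min at room temperature before oxytocin, 100 s read | Measured by: Fluo-8 intracellular calcium fluorescence, ex 470-495, em 515-575 nm | Controls: EC15 oxytocin alone as 0%, 75 nM oxytocin as 100%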
CHRM1 antagonist – human CHRM1 antagonism; P11229; CHO-K1 hM1, Fluo-8 calcium fluorescence, ACh EC80 antagonist; inhibition, % at 3 µM; actives 1.3% (n = 360,000);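 active = percent inhibition above its own plate's cutoff, namely the mean of that plate's compound wells plus 3 SD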;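 also: peak over basal fluorescence ratio during 140 s after agonist addition; 0% = ACh EC80 plus DMSO and 100% = DMSO alone without agonist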
CHO parental Ca – counter-screen for OX1R antagonists: effect in parental CHO cells. parental CHO-K1, ATP-induced calcium, Fluo-8 fluorescence. inhibition, % at 5.6 µM. actives 0.63% (n = 330,000);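 active = inhibition above that plate's mean sample inhibition plus 3 SD, cut at about 26% in these data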;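 also: 0% = ATP-challenged DMSO wells and 100% = DMSO wells without ATP; some compounds past the cut are filed as inactive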
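Material: Parental CHO cells | Reagent: ATP | Compound dosing: Single nominal dose of 5.6 µM per compound | Detection: Intracellular calcium via Fluo-8 no-wash fluorescent dye | Read-out: % inhibition of ATP-induced calcium mobilization | Benchmarks: Low control ATP plus DMSO, high control DMSO only | Replicates: Singlicate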
The depositor's hits bear a star; . = no result given.

# | Structure | CHRM1 antagonist | M4 ag | M4 antag | M1 ag | OXTR potentiate | CHRM1 PAM | CHO-K1 Ca antag | CHO-K1 Ca ag | CHO parental Ca
1 | CCCCc1ccc(NC(=S)NCCN2CCOCC2)cc1 | 2 | 2 | -9 | -9 | -6 | -1 | -2 | 0.6 | -7
2 | Cc1cc(C)nc(SCC(=O)Nc2ncc(Cc3cccc(Cl)c3)s2)n1 | -1 | 1 | -5 | -6 | -3 | 7 | -6 | 0.9 | -21
3 | N/C(=N\NC(=O)c1cccc(F)c1)c1cc2ccccc2oc1=O | -9 | 1 | -11 | -3 | 7 | 4 | -11 | 1.2 | -5
4 | COc1ccc(N2C(=O)CC(NNC(=O)c3cccnc3)C2=O)cc1 (stereo not drawn) | 3 | 1 | -4 | -4 | 0 | 0 | -5 | 0.7 | -16
5 | CC(=O)Nc1cccc(NC(=O)c2c(-c3ccccc3Cl)noc2C)c1 | -25 | 5 | -8 | 1 | -1 | 3 | -25 | 2.8 | -4
6 | O=C(NCCc1ccccc1)c1ccc(NC(=O)C2CCC2)cc1 | -16 | 4 | -2 | 3 | . | 19 | 2 | 1.1 | .
7 | COc1ccccc1NC(=O)COC(=O)CCC(=O)c1cccs1 | -6 | 1 | 0 | -3 | . | 5 | -12 | 2.2 | .
8 | Cn1c(=O)c2c(nc(N3CCNCC3)n2Cc2cccc3ccccc23)n(C)c1=O | -21 | 1 | -4 | -4 | -17 | 4 | -6 | 0.1 | -28
9 | Cc1ccc(OCC(=O)N/N=C/c2ccccc2)c([N+](=O)[O-])c1 | -2 | 1 | 5 | -8 | . | 6 | -13 | 0.6 | .
10 | O=c1oc2ccccc2cc1-c1cn2ccccc2n1 | 6 | 0 | -1 | -5 | -4 | -1 | 4 | 0.3 | 6
11 | O=C(Nc1ccccn1)c1ccc(S(=O)(=O)N2CCCC2)cc1 | -15 | 2 | -23 | -5 | -2 | 3 | -11 | -0.1 | -2
12 | CC(Sc1nc(-c2ccccc2)cc(C(F)(F)F)n1)C(=O)O (stereo not drawn) | -5 | 1 | -5 | -4 | -17 | 11 | -10 | -0.3 | -15
13 | CCOC(=O)c1ccc(N=C2SC(C(=O)NC)CC(=O)N2CCc2ccccc2)cc1 (stereo not drawn) | -6 | 2 | 9 | -1 | -12 | 3 | 11 | 0.4 | 0
14 | O=C(/C=C/c1cccc([N+](=O)[O-])c1)Nc1ccccn1 | -5 | 1 | 4 | -2 | 8 | 9 | -13 | 0.7 | -9
15 | CC(Sc1nc2cc([N+](=O)[O-])ccc2n1-c1ccc(F)cc1)C(=O)NCc1ccc2c(c1)OCO2 (stereo not drawn) | 0 | -2 | 6 | 3 | 0 | 7 | 6 | -0.6 | 2
16 | OC[C@@H]1CN(Cc2ccccc2)C[C@H](n2cnc3c(NCc4ccco4)ncnc32)O1 | -13 | 3 | -3 | 2 | . | 0 | -7 | 1.5 | .
17 | CCOC(=O)c1c(C(=O)OCC)c(C)n(CCc2ccc(OC)c(OC)c2)c1C | -9 | -1 | 8 | -5 | 1 | 3 | -12 | -0.4 | -12
18 | CC(C)CN(C(=O)CSc1nncn1C)C1CCS(=O)(=O)C1 (stereo not drawn) | -5 | 1 | -19 | 4 | -3 | 21 | -9 | 0.6 | -8
19 | Cc1nc(Cn2c3ccc(NC(=S)NC4CCCCC4)cc3c(=O)n2C)cs1 | -3 | 7 | -3 | -2 | . | -2 | 5 | 6.3 | .
20 | CCCCN(C)C(=O)c1ccc(Nc2nc(C(N)Cc3ccc(C(F)(F)F)cc3)cs2)nc1 (stereo not drawn) | 0 | 28 | 23 | 8 | . | 8 | -3 | 6.2 | .
21 | COc1cc(N)c(Cl)cc1C(=O)OCC(=O)NC1CCCC1 | 1 | 1 | -2 | -5 | -6 | 4 | -11 | 1.2 | -6
22 | CCOC(=O)C1(CC2CCCCO2)CCN(C(=O)Nc2ccc(C)c(C)c2)CC1 (stereo not drawn) | -6 | 3 | -1 | -7 | 3 | 2 | 0 | 1.9 | -16
23 | N#Cc1ccccc1NC(=O)COc1c(Br)cc(Br)c2cccnc12 | -10 | 2 | -9 | -7 | 1 | 5 | -7 | 0.2 | -18
24 | CCCCCC(=O)NNC(=O)c1ccc(F)cc1 | -3 | 0 | 3 | -5 | -11 | 1 | -5 | 0.2 | -15
25 | CCC1=Nc2cc(C(=O)NCCCOC)ccc2Sc2ccccc21 | -11 | 1 | -15 | -5 | -10 | 7 | -20 | 0.0 | -34
26 | COc1ccccc1CNC(=O)CCSCc1cccc(Cl)c1 | -9 | 0 | -2 | -7 | -6 | 13 | 3 | 0.3 | -24
27 | COC(=O)c1ccc(CC2(C)C(=O)Nc3ccc(OC(F)(F)F)cc32)o1 (stereo not drawn) | 2 | 5 | -5 | -6 | . | 0 | -10 | 0.8 | .
28 | COc1ccc(-c2csc(NC(=O)c3ccccc3OC)c2C(=O)O)cc1OC | -10 | 3 | -3 | -1 | -5 | 7 | -11 | -0.2 | -11

Filtered by structure, those above with four or more nitrogen atoms.
# | Structure | CHRM1 antagonist | M4 ag | M4 antag | M1 ag | OXTR potentiate | CHRM1 PAM | CHO-K1 Ca antag | CHO-K1 Ca ag | CHO parental Ca
2 | Cc1cc(C)nc(SCC(=O)Nc2ncc(Cc3cccc(Cl)c3)s2)n1 | -1 | 1 | -5 | -6 | -3 | 7 | -6 | 0.9 | -21
4 | COc1ccc(N2C(=O)CC(NNC(=O)c3cccnc3)C2=O)cc1 (stereo not drawn) | 3 | 1 | -4 | -4 | 0 | 0 | -5 | 0.7 | -16
8 | Cn1c(=O)c2c(nc(N3CCNCC3)n2Cc2cccc3ccccc23)n(C)c1=O | -21 | 1 | -4 | -4 | -17 | 4 | -6 | 0.1 | -28
15 | CC(Sc1nc2cc([N+](=O)[O-])ccc2n1-c1ccc(F)cc1)C(=O)NCc1ccc2c(c1)OCO2 (stereo not drawn) | 0 | -2 | 6 | 3 | 0 | 7 | 6 | -0.6 | 2
16 | OC[C@@H]1CN(Cc2ccccc2)C[C@H](n2cnc3c(NCc4ccco4)ncnc32)O1 | -13 | 3 | -3 | 2 | . | 0 | -7 | 1.5 | .
18 | CC(C)CN(C(=O)CSc1nncn1C)C1CCS(=O)(=O)C1 (stereo not drawn) | -5 | 1 | -19 | 4 | -3 | 21 | -9 | 0.6 | -8
19 | Cc1nc(Cn2c3ccc(NC(=S)NC4CCCCC4)cc3c(=O)n2C)cs1 | -3 | 7 | -3 | -2 | . | -2 | 5 | 6.3 | .
20 | CCCCN(C)C(=O)c1ccc(Nc2nc(C(N)Cc3ccc(C(F)(F)F)cc3)cs2)nc1 (stereo not drawn) | 0 | 28 | 23 | 8 | . | 8 | -3 | 6.2 | .
